# Screens (PubChem BioAssay)
# GlmU inhibition: inhibition of mycobacterial GlmU enzyme – biochemical, glucosamine-1-phosphate acetyltransferase (AID 1376). one-dose inhibition, %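 (tested at 30 µM in the primary screen)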; IC50 in µM for titrated hits. Bifunctional protein GlmU (Mycobacterium tuberculosis (strain ATCC 25618 / H37Rv)). 220,000 compounds, 0.25% hits. M. tuberculosis GlmU acetyltransferase enzyme assay; higher % means a stronger effect; in the data active = inhibition above about 13%;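 note: 0% = complete reaction with vehicle and 100% = reaction without substrate; strong numbers were not always called active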
# RmlCD inh 1536: M. tuberculosis RmlC/RmlD coupled enzyme inhibitors, primary screen, biochemical, compound mixtures, 384-well, from 1536-well plates; dTDP-4-dehydrorhamnose reductase (Mycobacterium tuberculosis (strain ATCC 25618 / H37Rv)) …; 160,000 compounds, 0.03% hits; AID 1533, 2009; inhibition, % at 3.6 µM; RmlC+RmlD coupled enzyme assay, percent inhibition; primary screen in compound mixtures; in the data active = inhibition mostly above about 34%, no sharp cut-off; note: some results filed as inactive read as strong as hits
# Target sequence (P9WH09 whole entry, looked up): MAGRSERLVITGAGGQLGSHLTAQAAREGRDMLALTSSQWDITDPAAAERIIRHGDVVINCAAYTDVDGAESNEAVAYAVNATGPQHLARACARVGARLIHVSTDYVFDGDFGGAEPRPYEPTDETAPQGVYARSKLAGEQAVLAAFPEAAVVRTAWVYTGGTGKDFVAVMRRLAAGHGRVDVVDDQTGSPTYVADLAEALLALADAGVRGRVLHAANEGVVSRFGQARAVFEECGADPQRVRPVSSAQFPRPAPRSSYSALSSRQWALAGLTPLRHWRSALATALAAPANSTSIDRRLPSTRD
# Target sequence (P9WH11 whole entry, looked up): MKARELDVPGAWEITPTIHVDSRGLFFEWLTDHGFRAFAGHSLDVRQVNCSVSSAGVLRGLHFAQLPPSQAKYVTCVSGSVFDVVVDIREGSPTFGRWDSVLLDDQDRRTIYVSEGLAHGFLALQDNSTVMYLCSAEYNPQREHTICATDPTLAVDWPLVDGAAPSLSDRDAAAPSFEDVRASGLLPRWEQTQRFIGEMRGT
# Numbers without * were called inactive; x = not tested or not shown. Some of the compounds tested; rates above refer to the full screens.
# Start of the listing, in advance:
SMILES,GlmU inhibition,RmlCD inh 1536
Cc1cc(NC(=O)c2ccc(N3C(=O)C4C5C=CC(C5)C4C3=O)cc2)no1 (centres undefined),2.4%,-5
O=C(Nc1cccc(S(=O)(=O)NC2=NCCCCC2)c1)c1cc(-c2ccccc2)nc2ccccc12,4.3%,-6
O=C(Nc1cc2c(=O)n(-c3ccc(Oc4ccccc4)cc3)ccc2oc1=O)c1ccccc1,2.8%,24
Cn1c(NNC(=O)c2ccc(C(C)(C)C)cc2)cc(=O)n(C)c1=O,-0.4%,-2
CN(C)S(=O)(=O)NCCNC(=O)c1cc(OCC(F)(F)F)ccc1OCC(F)(F)F,-4.5%,0
C/C(=N\NC(=O)c1ccc(N(C)C)cc1)c1ccc(C)c(C)c1,-1.6%,-5
O=S(=O)(Nc1ccc(Cc2ccncc2)cc1)c1ccc(Br)s1,-2.6%,-2

# Results, previewed entries included:
SMILES,GlmU inhibition,RmlCD inh 1536
Cc1cc(NC(=O)c2ccc(N3C(=O)C4C5C=CC(C5)C4C3=O)cc2)no1 (centres undefined),2.4%,-5
O=C(Nc1cccc(S(=O)(=O)NC2=NCCCCC2)c1)c1cc(-c2ccccc2)nc2ccccc12,4.3%,-6
O=C(Nc1cc2c(=O)n(-c3ccc(Oc4ccccc4)cc3)ccc2oc1=O)c1ccccc1,2.8%,24
Cn1c(NNC(=O)c2ccc(C(C)(C)C)cc2)cc(=O)n(C)c1=O,-0.4%,-2
CN(C)S(=O)(=O)NCCNC(=O)c1cc(OCC(F)(F)F)ccc1OCC(F)(F)F,-4.5%,0
C/C(=N\NC(=O)c1ccc(N(C)C)cc1)c1ccc(C)c(C)c1,-1.6%,-5
O=S(=O)(Nc1ccc(Cc2ccncc2)cc1)c1ccc(Br)s1,-2.6%,-2
Cc1ccc2cccc(Oc3ncnc4sc(C)c(C)c34)c2n1,-3.0%,x
O=C(CCS(=O)(=O)c1cccs1)Nc1ccc(C(=O)NCc2ccccc2)cc1,0.4%,1
CCOC(=O)N1CCN(C(=O)CSc2nnc(-c3c[nH]c4ccccc34)n2CCOC)CC1,x,-11
COC(=O)CCCCNC(=O)Nc1ccccc1,3.2%,8
CN1CCN(NC(=S)NC2CCCCC2)CC1,-0.6%,0
CCOC(=O)C(C)Sc1nc2c(c(=O)[nH]c(=O)n2C)n1C/C=C(/C)Cl (centres undefined),-2.5%,-14
CN(C)S(=O)(=O)c1cccc(NC(=O)COC(=O)C2(c3ccccc3F)CCCC2)c1,-7.3%,-8
COc1ccc(OC)c(S(=O)(=O)N2CCNCC2)c1,2.8%,x
Cc1ccc(S(=O)(=O)N2CCC(=O)N(C(CO)Cc3ccccc3)CC2)cc1 (centres undefined),-4.0%,x
O=C(NCCc1nc2ccccc2[nH]1)Nc1ccccc1,1.5%,9
CCOC(=O)CSc1nc2ccccc2c(=O)n1CC,-0.3%,22
CN(C)S(=O)(=O)N1CCC(CCCC2CCN(S(=O)(=O)N(C)C)CC2)CC1,1.1%,5
CCN1C(c2ccccc2)=C(c2ccccc2)S/C1=C\C=C1/SC(=S)N(C)C1=O,-0.6%,x
O=C(C1CCCCN1S(=O)(=O)c1ccccc1)N1CCN(C(c2ccccc2)c2ccccc2)CC1 (centres undefined),2.4%,x
Cn1c(SCC(=O)Nc2ccc3cn[nH]c3c2)nnc1-c1cnccn1,1.1%,-3
C/C(=N\NC(=O)COc1ccc(C(C)(C)C)cc1)c1ccc(N2CCOCC2)cc1,-1.1%,-12
O=C(O)c1ccc(O)c(O)c1,5.4%,-9
S=C(NCc1ccc(Cl)cc1Cl)NC1CCCCC1,6.1%,x
C=C(C)CSC1=C(C#N)C(c2ccccc2)CC(=O)N1 (centres undefined),4.4%,x
COC(=O)c1cc(NC(=O)CC2C(=O)NCCN2C(=O)c2ccc(F)cc2)cc(C(=O)OC)c1 (centres undefined),0.0%,-5
C/C(N)=C(/C#N)C(=O)CSc1ncnc2ccccc12,-2.4%,19
COc1cc(C(=S)N2CCOCC2)ccc1OS(=O)(=O)c1ccc(NC(C)=O)cc1,0.9%,8
COc1ccc(/C=C2/C(=O)OCc3cc(OC)c(OC)cc32)c(OC)c1,-1.6%,x
O=C(COC(=O)CNS(=O)(=O)c1ccc2ccccc2c1)Nc1ccc2c(c1)OCO2,-9.9%,1
O=C(CN(C(=O)CCC(=O)Nc1nccs1)c1ccc(F)cc1)NCc1ccco1,-0.1%,9
CC(=O)Nc1ccc(OCC(=O)NC(C)c2ccc(F)cc2)cc1 (centres undefined),1.4%,7
Cc1ccnc(NC(=O)Cn2cc([N+](=O)[O-])cn2)c1,-0.3%,-3
CC1(C)CC1C(=O)Nc1ccc([N+](=O)[O-])cc1Br (centres undefined),-7.3%,-6
O=C(Nc1ccccc1N1CCOCC1)c1cnccn1,x,16
O=C(O)c1ccc(S(=O)(=O)c2ccc3c(c2)C(=O)N(NC(=O)c2cccnc2)C3=O)cc1,1.6%,6
CC(=O)NC(=S)Nc1ccc(S(=O)(=O)N2CCOCC2)cc1,-0.4%,1
CCOC(=O)c1c(C)nc2cc(C)cc(C)n12,0.4%,-5
COc1ccc2c(c1OC)C(=O)N(c1cccc(C(F)(F)F)c1)C2,4.2%,11
COC(CNC(=S)Nc1ccc([N+](=O)[O-])cc1)OC,1.1%,2
COc1cccc(N2CCN(Cc3cccc(Cl)c3)CC2)c1,-0.4%,-10
CN1CCN(c2ccccc2NC(=O)c2ccc(Br)o2)CC1,3.7%,-10
Cc1ccccc1Cn1c(-c2cncs2)nc2ccccc21,8.5%,x
O=C1c2cccnc2C(Nc2ccc(Br)cc2)N1Cc1cccs1 (centres undefined),-4.0%,6
Cc1cc2c(cc1C)NC(c1nc3ccccc3[nH]1)C1=C(CC(C)(C)CC1=O)N2 (centres undefined),x,12
Cc1ccc(/C=C/C(=O)N2CCN(c3cccc(C(F)(F)F)c3)CC2)cc1,0.3%,-12
O=[N+]([O-])c1nn(-c2ccc3c(c2)OCCO3)n(O)c1=NCCCO,-4.5%,13
Cc1cccc(C)c1NC(=O)CSc1nnc(C)n1-c1ccccc1,4.7%,x
Cc1nn(-c2ccccc2)c(C)c1C(=O)OCC(=O)N1CC(=O)Nc2ccccc21,-2.6%,x
# Following part
SMILES,GlmU inhibition,RmlCD inh 1536
CC1C(=O)Nc2ccccc2N1C(=O)c1ccccc1 (centres undefined),1.2%,6
COc1cc(/C=N/NC(=O)c2cccs2)ccc1OCc1ccccc1,-1.6%,x
Cc1nnc(-c2ccc(Oc3ccc(C)c(C)c3)c([N+](=O)[O-])c2)o1,-5.3%,7
C=CCOc1cccc(C2C(C(=O)c3ccco3)=C(O)C(=O)N2Cc2ccncc2)c1 (centres undefined),0.5%,x
Cc1ccc(-n2c(SCC(=O)NCC3CCCO3)nc3c(c2=O)SCC3)cc1 (centres undefined),-6.8%,0
Cc1cccc(-c2cc3nc4c(c(N5CCOCC5)n3n2)CCCC4)c1,1.1%,x
CN(c1ccccc1)c1ccc(/C=C/[N+](=O)[O-])cc1,-2.4%,x
C=CCNC(=O)CC(C)C(CCCCC)C(=O)O (centres undefined),-7.3%,-2
CC(=O)c1cc(N2CCOCC2)ccc1[N+](=O)[O-],1.6%,-8
Cc1cc(C)nc(SCC(=O)Nc2ccc(S(=O)(=O)N3CCCCC3)cc2)n1,-1.3%,x
COc1cccc(CNC(=O)CCC2CCCN(C(=O)C3CCOCC3)C2)c1 (centres undefined),4.0%,x
COc1ccc(CN(CC2CCC(C(=O)O)CC2)C(=S)Nc2cc(C)ccc2C)cc1 (centres undefined),0.0%,-6
Cn1cnc([N+](=O)[O-])c1Sc1ccc([N+](=O)[O-])cc1,-2.8%,-6
Cc1cccc(NC(=O)CCC(=O)N/N=C/c2ccco2)c1,5.0%,-14
CCCCCCCCCCCCCCCC(=O)NCCc1c[nH]c2ccccc12,x,7
O=C(c1ccccc1)C1CCCN(Cc2nc(-c3cnccn3)no2)C1 (centres undefined),-1.8%,-7
CCOC(=O)c1c(/N=C/N(C)C)sc(/C=N/Nc2ccccc2)c1-c1ccccc1Cl,-3.9%,-12
CCSc1nnc(NC(=O)Cc2ccc(OC)c(OC)c2)s1,3.3%,2
N#CC(c1ccc(F)cc1)c1ccc(C(=O)c2ccccc2)cc1 (centres undefined),-3.4%,9
COc1cccc(OCCCCCCN2CCOCC2)c1,1.8%,x

# Record cards, as listed above. Order of values: GlmU inhibition	RmlCD inh 1536
# CCCCCCCCCCCCCCCC(=O)NCCc1c[nH]c2ccccc12 is listed with x	7
# Cc1cccc(NC(=O)CCC(=O)N/N=C/c2ccco2)c1 is listed with 5.0%	-14
# COc1cccc(CNC(=O)CCC2CCCN(C(=O)C3CCOCC3)C2)c1 (centres undefined) is listed with 4.0%	x

# Further structures follow:
SMILES,GlmU inhibition,RmlCD inh 1536
Cc1ccc(-c2nnnn2-c2ccc(C)cc2)cc1,0.7%,0
O=C(/C=C/c1ccc([N+](=O)[O-])s1)N1CCCCC1,-3.2%,-6
N#C/C(=C\c1cn(Cc2ccccc2)c2ccccc12)C(=O)NCc1ccco1,1.5%,-10
Cc1ccc(-c2[nH]c(-c3ccc(C(=O)O)cc3)nc2-c2ccccc2)cc1,1.8%,x
c1nc(N2CCN(Cc3ccc4c(c3)OCO4)CC2)c2[nH]cnc2n1,1.8%,8
CCOCCCNC(=O)C1CCN(C(=O)Nc2ccc(C)cc2)CC1,-4.3%,x
O=C(Nc1cccc(Cl)c1N1CCCC1)c1ccc([N+](=O)[O-])o1,1.0%,2
CN1CCN(C(=O)c2ccc3ccccc3c2)CC1,-2.3%,x
CCOc1cc(Cl)c(S(=O)(=O)NCc2ccccn2)cc1Cl,3.0%,0
Cc1nnc(NC(=O)CSc2ncn(-c3ccccc3)n2)s1,-1.2%,7
CC1=CC(=Cc2sc3ccccc3[n+]2C)C=C(C)O1,-0.5%,-10
COC(=O)c1nn(C23CC4CC(CC(C4)C2)C3)c2c1C(=O)N(c1ccc(F)cc1)C2=O,-4.4%,17
COc1ccc(C(=O)NNC(=O)c2cc3cccc(OC)c3oc2=O)cc1,-4.0%,x
COc1cc(OC)nc(/N=C/NO)n1,1.7%,9
CCCCN(C(=O)c1c(C)[nH]c(C(=O)OCC)c1C)c1ccccc1,1.8%,-8
CCOc1ccccc1-n1nnnc1SCC(=O)Nc1cc2oc3ccccc3c2cc1OC,4.3%,3
CC(=O)c1cc(C#N)c(SCc2ccc(F)cc2)nc1C,1.8%,13
CC(C)CCNC(=O)C(c1cccnc1)N(CCc1ccccc1)C(=O)Cn1nnc2ccccc21 (centres undefined),-2.8%,x
CCOC(=O)COc1ccc(C)cc1-c1ccno1,-0.1%,x
Cc1ccc2cc(/C=N/NC(=O)CN3CCCCC3)c(Cl)nc2c1,6.3%,3
CCCCCC(=O)N1CCCCC1,1.3%,-5
CCc1nc(Nc2ccc3c(c2)OCCO3)c2oc3ccccc3c2n1,1.2%,x
N/C(=N\S(=O)(=O)c1ccc(Cl)s1)c1ccccc1,3.8%,6
CC(C)C(=O)Nc1nc(-c2ccccc2)ns1,-2.6%,x
CCN(CC)S(=O)(=O)c1ccc2c(c1)nc(CCC(=O)Nc1cccc(C(F)(F)F)c1)n2CC,0.3%,x
O=C1CSC(c2ccccc2F)N1c1ccccc1 (centres undefined),6.9%,x
Cc1cccc(NC(=S)N2CCN(c3ccc(F)cc3)CC2)c1,-1.4%,-2
Cc1ccc(-n2c(O)c(/C=C/C=Nc3ccccc3)c(=O)[nH]c2=O)cc1,-0.2%,-11
Cc1cc(C(=O)Nc2ccc(S(=O)(=O)Nc3onc(C)c3C)cc2)cs1,1.4%,-6
COc1ccccc1CNCC(=O)Nc1ccc(C(F)(F)F)cc1,3.0%,1
O=C(c1ccc(F)c(S(=O)(=O)N2CCOCC2)c1)N(c1ccccc1)c1ccccn1,-2.6%,0
CCOC(=O)C1=C(COc2ccc(F)cc2Cl)NC(=O)NC1c1cc(C)ccc1C (centres undefined),-3.1%,x
CCn1c(SCC(=O)NCc2cccs2)nnc1-c1ccco1,0.3%,x
CCN(CC)C(=O)CSc1nc(O)c(Cc2ccccc2)c(=O)n1-c1ccccc1C,2.6%,8
O=c1[nH]c(=S)n(C2CC2)c(O)c1/C=N/N1CCOCC1,2.1%,x
COc1cc(/C=N/NC(=O)Nc2ccccc2)ccc1OC(C)=O,2.1%,-20
CCOC(=O)c1nnn2c1nc(N1CCN(C)CC1)c1ccccc12,-0.8%,-5
CCN(CC)S(=O)(=O)c1ccc(/C=C/C(=O)Nc2ccc(Br)cc2F)cc1,0.5%,-7
Cc1ccc(C(=O)NC(=S)Nc2ccccc2N2CCCC2)cc1[N+](=O)[O-],9.4%,-13
Cc1ccc(Nc2nc(N)nc(CSc3nc4ccccc4s3)n2)cc1,x,7
Cc1cc(NS(=O)(=O)c2ccc(NC(=O)c3ccc(Br)o3)cc2)nc(C)n1,-2.9%,-13
N#C/C(=C\c1cccnc1)C(=O)Nc1ccccc1,2.2%,x
O=C(OCc1cc(-c2ccccc2)no1)c1ccc2ccccc2n1,0.2%,x
CCOc1ccc(-c2nnc(N(CC)C(=O)C3CCC3)s2)cc1,-4.6%,13
COC(=O)C1=C(C)N(Cc2ccccc2)C(=O)N[C@H]1c1ccc(Br)cc1,1.6%,x
CC(Sc1nnnn1-c1ccc(Cl)cc1)C(=O)NCC(=O)Nc1ccc(F)c(F)c1F (centres undefined),-7.4%,-1
S=C(NC1CCCCC1)c1ccc2c(c1)OCO2,0.3%,-6
COc1ccc(CN2CCNC(=O)C2CC(=O)NCc2cccc(C)n2)c(OC)c1 (centres undefined),-6.2%,13
COc1ccc(CNC(=O)NC(C)(C)c2cccc(C(C)(C)NC(=O)NCc3ccc(OC)cc3)c2)cc1,-6.0%,5
